Assay outcomes deposited in PubChem by several laboratories.
SKKanGAS inh = S. pyogenes SKKanGAS growth inhibitors in kanamycin, primary screen, streptokinase expression inhibitor project, SKKanGAS strain, BacTiter-Glo luminescence | AID 1662, 2009 | inhibition, % at 7.5 µM | actives 1.3% (n = 300,000) | 6 h;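 active = mean replicate score, as percent of positive control median, at least 50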;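 note: strain carries kanamycin resistance gene driven by streptokinase promoter and grows in 40 µg/ml kanamycin; loss of luminescence reflects streptokinase promoter inhibition or plain growth inhibition; 0% = median of DMSO wells and 100% = positive control at its reference dose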
KCNQ1 pot = potentiators or activators of KCNQ1 channel, primary screen, cell-based, thallium flux, high-throughput; Potassium voltage-gated channel subfamily KQT member 1 (Homo sapiens), P51787; B-score at 10 µM; CHO-K1 KCNQ1, thallium flux FluxOR fluorescence; stronger effect = higher value; actives 0.35% (n = 310,000);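 active = fluorescence ratio B-score, a plate-corrected score, at least three library SD, with initial intensity B-score within 5 SD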
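System: CHO-K1 cells stably expressing KCNQ1 / Medium: assay buffer for compound exposure, DMSO matched across wells / Reagent: thallium- and potassium-containing depolarizing buffer / Compound: one concentration, matched DMSO / Incubation: 20 min compound pretreatment at room temperature / Measured by: kinetic FluxOR fluorescence, 10 s baseline plus 110 s post-stimulus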
KCNK9 inh = KCNK9 potassium channel inhibitors, primary screen, HEK293 cells, thallium flux; Potassium channel subfamily K member 9 (Homo sapiens), Q9NPC2; FluxOR thallium flux fluorescence; stronger effect = lower value; B-score at 10 µM; actives 1.2% (n = 310,000);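 active = ratio B-score over 3 SD below the library mean, with starting fluorescence within 5 SD of its mean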;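 note: negative B-score means less thallium flux so channel inhibition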
RGS4 pot = RGS4 potentiators or activators, primary screen, cell-based, HEK293 M3R inducible RGS4, calcium flux; carbachol calcium flux Fluo4; stronger effect = lower value; B-score at 10 µM; actives 0.92% (n = 310,000); AID 463111, 2010;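 active = B-score of the integrated calcium signal more than 4 SD below the library mean, with starting fluorescence not abnormally high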;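 note: negative B-score means reduced calcium response which marks RGS4 activation or potentiation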
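Assay system: HEK293 FlpIn-TREx cells, stable M3R, doxycycline-inducible RGS4 / Probe or stimulus: carbachol, ECmax concentration / Times: overnight RGS4 induction, 30 min dye load 37 °C, 20 min compound RT / Signal: kinetic calcium fluorescence imaging with Fluo4-AM dye, 2 µM / Measure: Agonist-evoked peak-minus-minimum fluorescence over baseline, integrated ratio, B score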
HDAC3 inh = HDAC3 deacetylase inhibitors, primary screen, biochemical, fluorescence, cell-free homogeneous; Histone deacetylase 3 (Homo sapiens), O15379; recombinant HDAC3, fluorogenic peptide/trypsin coupled; inhibition, % at 8.3 µM; actives 0.15% (n = 320,000); AID 2718, 2010; in the data active = inhibition above about 26%, passing the limit was not always enough
TMEM16A act = TMEM16A chloride channel activators or potentiators, primary screen, cell-based, HTS; HEK293 TMEM16A/YFP-H148Q/I152L, iodide quench fluorescence; stronger effect = lower value; actives 0.3% (n = 340,000); B-score at 10 µM;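 active = fluorescence-ratio B-score plate-corrected deviation score at least 3 library SD below zero, with starting fluorescence score within 5 deviations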;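 note: channel opened by trigger with iodide after compound preincubation; score built on the fluorescence ratio of max minus min over baseline; more negative score means more quench and so TMEM16A activation or potentiation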
KCNQ1 block = inhibitors of human KCNQ1 channel, primary screen, cell-based, thallium flux, high-throughput. Potassium voltage-gated channel subfamily KQT member 1 (Homo sapiens), P51787. CHO-K1 KCNQ1, FluxOR thallium flux fluorescence; stronger effect = higher value. B-score at 10 µM. actives 1.3% (n = 310,000). AID 2642, 2010;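 active = compounds whose thallium flux B-score, printed positive for inhibition, exceeds three library SD while starting fluorescence stays within three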;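 note: channel opened by potassium depolarization with thallium stimulus after 20 min compound exposure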
hERG rescue = hERG rescue from dofetilide block, primary screen, cell-based, CHO-hERG, FluxOR thallium flux, dofetilide IC70; Voltage-gated inwardly rectifying potassium channel KCNH2 (Homo sapiens), Q12809; dofetilide IC70 present; activation (rescue from dofetilide block), less the hit threshold, % at 10 µM; actives 0.51% (n = 310,000);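 active = activation above the mean of controls blocked by dofetilide plus 5 SD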;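 note: thallium influx through hERG after potassium depolarization seen as dye fluorescence rise; in these data hits start at about 4.7%; inactives centre near -7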
Target sequence (Q12809 whole entry, looked up): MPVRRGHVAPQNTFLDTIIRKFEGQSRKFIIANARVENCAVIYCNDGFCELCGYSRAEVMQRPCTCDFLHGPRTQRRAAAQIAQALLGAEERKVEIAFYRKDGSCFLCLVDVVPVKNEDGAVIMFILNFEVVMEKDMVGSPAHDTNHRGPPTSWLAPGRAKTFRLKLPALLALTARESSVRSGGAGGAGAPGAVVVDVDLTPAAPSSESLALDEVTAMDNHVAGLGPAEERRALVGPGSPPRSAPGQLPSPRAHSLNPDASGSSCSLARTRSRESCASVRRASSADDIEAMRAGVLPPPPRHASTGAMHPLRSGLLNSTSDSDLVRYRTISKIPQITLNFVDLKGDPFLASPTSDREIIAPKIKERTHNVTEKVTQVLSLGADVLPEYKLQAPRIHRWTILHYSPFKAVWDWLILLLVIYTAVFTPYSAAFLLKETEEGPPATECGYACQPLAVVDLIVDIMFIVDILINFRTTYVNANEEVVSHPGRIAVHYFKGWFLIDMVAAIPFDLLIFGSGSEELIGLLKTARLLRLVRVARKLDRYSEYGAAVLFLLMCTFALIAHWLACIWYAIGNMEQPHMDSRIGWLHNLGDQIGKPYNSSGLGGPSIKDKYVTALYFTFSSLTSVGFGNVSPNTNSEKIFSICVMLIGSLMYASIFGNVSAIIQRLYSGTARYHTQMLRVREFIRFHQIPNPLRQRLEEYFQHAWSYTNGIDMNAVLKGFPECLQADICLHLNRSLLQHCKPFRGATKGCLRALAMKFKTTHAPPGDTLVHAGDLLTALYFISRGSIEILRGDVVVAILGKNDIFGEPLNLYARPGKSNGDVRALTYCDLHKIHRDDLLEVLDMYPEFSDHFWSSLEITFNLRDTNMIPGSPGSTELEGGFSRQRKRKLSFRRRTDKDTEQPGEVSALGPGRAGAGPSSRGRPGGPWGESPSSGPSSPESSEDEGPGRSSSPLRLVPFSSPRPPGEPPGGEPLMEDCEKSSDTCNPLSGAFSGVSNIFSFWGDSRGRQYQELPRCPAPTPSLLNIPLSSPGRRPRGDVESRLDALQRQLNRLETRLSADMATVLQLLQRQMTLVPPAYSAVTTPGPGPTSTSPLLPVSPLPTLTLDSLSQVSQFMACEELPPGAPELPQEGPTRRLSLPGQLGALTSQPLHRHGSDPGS
KCNK3 block = human KCNK3 channel inhibitors, primary screen, CHO cells, FluxOR thallium flux, B-score; FluxOR fluorescence; stronger effect = lower value; B-score at 10 µM; actives 0.84% (n = 340,000); AID 602410, 2012;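 active = B-score under library mean minus 4 SD, starting fluorescence ratio at most library mean plus 5 SD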;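 note: more negative B-score means stronger inhibition of thallium flux through KCNK3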
TMEM16A inh = TMEM16A chloride channel inhibitors, primary screen, cell-based, HTS. HEK293 TMEM16A/YFP iodide influx fluorescence, ionomycin. Anoctamin-1 (Mus musculus), Q8BHY3. normalized B-score (activity score, 25-100; higher = stronger inhibition) at 10 µM. actives 1.2% (n = 310,000);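 active = ratio plate-corrected score three or more library SD toward inhibition, starting fluorescence score within five deviations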;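 note: score derived from kinetic fluorescence span divided by baseline fluorescence per well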
RGS4 inh = RGS4 inhibitors, primary screen, cell-based, HEK293 M3R inducible RGS4, calcium flux. B-score at 10 µM. Regulator of G-protein signaling 4 (Homo sapiens), P49798. Fluo-4 calcium flux; stronger effect = higher value; triggered by carbachol at its EC20. actives 0.45% (n = 310,000);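 active = B-score, a plate-corrected calcium signal, over three deviations above library mean, with baseline fluorescence within five deviations of library mean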;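 note: RGS4 expression induced by doxycycline in cells with stable M3 receptor; B-score is computed from the integrated fluorescence ratio over baseline after carbachol; higher B-score means a larger calcium signal and so more RGS4 inhibition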
Numbers without * were called inactive; i = inactive; x = not tested or not shown.

SMILES	SKKanGAS inh	KCNQ1 pot	KCNK9 inh	RGS4 pot	HDAC3 inh	TMEM16A act	KCNQ1 block	hERG rescue	KCNK3 block	TMEM16A inh	RGS4 inh
Cc1ccccc1/C=N/n1c(C2CCCCC2)n[nH]c1=S	2	i	i	i	3	i	i	-7	i	i	i
CCOC(=O)c1ccc(NC(=S)NCCc2ccc(OC)c(OC)c2)cc1	-3	i	i	i	-2	i	i	-17	i	i	i
CCCCn1ccnc1C(=O)c1cc(S(=O)(=O)N2CCOCC2)ccc1C	-5	i	i	i	1	i	i	-6	i	i	i
COc1ccc(CN(CC(=O)NCc2ccc(F)cc2)C(=O)CCC(=O)Nc2cc(C)ccn2)cc1	-4	i	i	i	-5	i	i	-1	i	i	i
O=C(N/N=C/C(Br)=C\c1ccccc1)c1n[nH]c2c1CCC2	1	i	i	i	2	i	i	-14	i	i	i
c1ccc2[nH]c(CSc3nc4ccccc4o3)nc2c1	2	i	i	i	-2	i	i	-4	i	i	i
NC(=O)c1nsc(C(=O)N(c2cccc(F)c2)C(C(=O)NCC2CCCO2)c2ccc3ncccc3c2)c1N (stereo not given)	8	i	i	i	-9	i	i	-27	i	i	i
CCN(CC)C(=S)SC1=CCS(=O)(=O)C1	-4	i	i	i	2	i	i	-15	i	i	i
CC(=O)Nc1nnc(CSCc2ccccc2F)s1	-1	i	i	i	-1	i	i	-11	i	i	i
CCOC(=O)C1CCN(C(=O)COc2ccc([N+](=O)[O-])cc2)CC1	23	i	i	i	-2	i	i	-4	i	i	i
COc1ccccc1-c1nc(SCC(=O)NCC2CCCO2)c2c(=O)n(C)c(=O)n(C)c2n1 (stereo not given)	2	i	i	i	-5	x	i	-11	x	i	i
NC(=O)c1ccc[n+](CC(=O)OCCC23CC4CC(CC(C4)C2)C3)c1	-4	i	i	i	-1	i	i	-2	i	i	i
O=C(CN(Cc1ccccc1Cl)C(=O)c1csnn1)NCCc1ccccc1	-5	i	i	i	-9	i	i	-4	i	i	i
COCCOC(=O)C1=C(C)NC(=O)NC1c1ccc(-c2cc(Cl)ccc2Cl)o1 (stereo not given)	12	i	i	i	1	i	i	-5	i	i	i
CCC1(CC)C(=O)NN(c2ccccc2)C1=O	2	i	i	i	6	i	i	-2	i	i	i
COc1ccccc1-c1nn2c(-c3ccco3)nnc2s1	2	i	i	i	1	i	i	-8	i	i	i
Nc1ccccc1NC(=O)CCn1c(=S)[nH]c2ccccc2c1=O	2	i	i	i	2	i	i	-9	i	i	i
COc1cccc(CNC(=O)c2ccc(NC3=NC4CS(=O)(=O)CC4S3)cc2)c1 (stereo not given)	-2	i	i	i	-1	i	i	-5	i	i	i
COc1cccc(OC)c1NC(=O)Cc1nn(C)c(=O)c2ccccc12	-2	i	i	i	-3	i	i	-17	i	i	i
Cc1c(CNCc2cccs2)c(C(=O)O)c(C)n1Cc1ccccc1	0	i	i	i	0	i	i	-6	i	i	i
N#Cc1ccc(-c2ccccc2)nc1SCC(=O)c1cccc(Cl)c1	0	i	-8.7*	i	-9	i	i	-7	i	i	i
COc1ccc(-c2nc(=S)c3c(n2Cc2cccnc2)CC(C)(C)OC3)cc1	-3	i	i	i	3	i	i	-5	i	i	i
CN(C)CCNC(=O)c1ccc(COc2ccc(Cl)cc2Cl)cc1	1	i	i	i	3	i	i	-27	i	i	i
O=C(CCSc1nnc(-c2ccncc2)o1)Nc1ccc(Cl)cc1	-2	i	i	i	-1	i	i	-16	i	i	i
O=C(Nc1ccc(Cl)cc1)C1=Cc2ccccc2OC1	5	i	i	i	6	i	i	-1	i	i	i
Later entries
SMILES	SKKanGAS inh	KCNQ1 pot	KCNK9 inh	RGS4 pot	HDAC3 inh	TMEM16A act	KCNQ1 block	hERG rescue	KCNK3 block	TMEM16A inh	RGS4 inh
CCCS(=O)(=O)c1c(S(=O)(=O)CCC)c2ccc(C(N)=O)cn2c1C(=O)c1ccc(OC)cc1	1	i	i	i	9	i	i	-12	i	i	i
O=c1cc(-c2ccccc2Cl)oc2c(Br)ccc(O)c12	10	i	i	i	-4	i	i	-7	i	i	i
CCOC(=O)CN(C(=O)CNC(=O)c1ccco1)C(C(=O)NC1CCCCC1)c1cccs1 (stereo not given)	1	i	i	i	-5	i	i	-7	i	i	i
CCn1cc(C(=O)O)c(=O)c2cc(OC)ccc21	4	i	i	i	-9	i	i	-20	i	i	i
O=[N+]([O-])c1ccc(CNc2cccc(Cl)c2)s1	1	i	i	i	7	i	6*	-7	i	i	i
CC1(c2ccc3c(c2)OCO3)NC(=O)N(CC(=O)NCCC2=CCCCC2)C1=O (stereo not given)	2	i	i	i	1	i	i	-10	i	i	i
CN1CCN(C(=S)c2ccc([N+](=O)[O-])cc2)CC1	1	i	i	i	3	i	i	-5	i	i	i
CC(C)Sc1ccccc1C(=O)Nc1ccc2c(c1)n(C)c(=O)n2C	-4	i	i	i	-9	i	i	-14	i	i	i
CCOc1ccccc1C(=O)Nc1ccc(S(=O)(=O)N2CCN(C)CC2)cc1	2	i	i	i	0	i	i	-6	i	i	i
CCN(CC)c1ccc(N)cc1S(=O)(=O)Nc1ccc(OC)cc1	7	i	i	i	1	i	i	-21	i	i	i
Cc1ccc(C(=O)OCC(=O)NCCNC(=O)COC(=O)c2ccc(C)o2)o1	13	i	i	i	-1	i	i	-9	i	i	i
CCCc1cc(=O)oc2cc(C)cc(OC(C)C(=O)NCC3CCC(C(=O)O)CC3)c12 (stereo not given)	3	i	i	i	-43	i	i	-9	i	i	i
O=C(/C=C/c1ccc(N2CCCCC2)c([N+](=O)[O-])c1)c1ccc(O)cc1	37	i	-7.8*	i	6	i	i	-9	-11*	i	i
CCn1c(SCC(=O)C(C)(C)C)nnc1-c1cccnc1	3	i	i	i	1	i	i	-7	i	i	i
Fc1ccc(Nc2ccc3ccccc3n2)c(F)c1	x	i	i	i	0	i	i	-16	i	i	i
CCN(CCCNC(=O)C1CCC(=O)N1Cc1ccc(F)cc1)c1cccc(C)c1 (stereo not given)	0	i	i	i	7	i	i	-13	i	i	i
CCCNC(=O)c1ccc2c(=O)c(O)c(-c3cccc(Br)c3)[nH]c2c1	0	i	i	i	-16	i	i	-8	i	i	i
CCN(CC)CCn1c(-c2ccc(C)cc2)nc(=S)c2c1CC(C)(C)OC2	-3	i	i	i	4	i	i	-2	i	i	i
Cc1ccc2c(c1)C1CN(C)CCC1N2C(=O)c1cccc(S(=O)(=O)N(C)C)c1 (stereo not given)	-14	i	i	i	-6	i	i	-20	i	i	i
COc1cccc(NC(=O)c2ccc(CN3CCN(c4ccccc4)CC3)cc2)c1	-4	i	i	i	-1	i	i	-15	i	i	i
NS(=O)(=O)c1ccc(CCNC(=O)CSc2ncnc3ccccc23)cc1	-7	i	i	i	0	i	i	-11	i	i	i
CCCCOc1cccc(C(=O)Nc2ccc(N3CCN(CC)CC3)cc2)c1	1	i	i	i	3	i	i	-13	i	i	i
COc1ccc(CCNC(=O)CCc2ccc(S(=O)(=O)NC(C)C)cc2)cc1	4	i	i	i	-1	i	i	-12	i	i	i
COc1ccc(C)c(Cn2c(-c3nonc3N)nc3ccccc32)c1	1	i	i	i	9	i	i	0	i	i	i
Cc1ccc(S(=O)(=O)N2CCN(C(=S)NCc3ccc4c(c3)OCO4)CC2)cc1	-1	i	i	i	1	i	i	-8	i	i	i
Remaining list, next part:
SMILES	SKKanGAS inh	KCNQ1 pot	KCNK9 inh	RGS4 pot	HDAC3 inh	TMEM16A act	KCNQ1 block	hERG rescue	KCNK3 block	TMEM16A inh	RGS4 inh
O=C(O/N=C1/CCSc2ccccc21)c1ccc(F)cc1	x	i	i	i	18	i	i	-5	i	i	i
CC1=CC(=C2C=CC(=O)C=C2)C=C(C)N1C	-6	i	i	i	x	x	i	-7	x	x	i
O=C(Cn1cc(S(=O)(=O)N2CCCC2)c(S(=O)(=O)N2CCCC2)c1)NCc1ccco1	0	i	i	i	3	i	i	-5	i	i	i
COc1c(F)c(F)c(C(=O)O)c(Nc2ccc(C)cc2)c1F	6	i	i	i	7	i	i	-8	i	i	i
O=C(CN(C(=O)CNC(=O)c1ccco1)c1ccc(F)cc1)NC1CCCCC1	9	i	i	i	1	i	i	-9	i	i	i
CC1=Nc2ccccc2N=C(NC(=O)CSc2nnnn2-c2ccccc2)C1c1ccccc1 (stereo not given)	8	i	i	i	3	i	i	-5	i	i	i
CCOCCn1ccc2c(OCC(=O)Nc3ccccc3F)cccc2c1=O	11	i	i	i	x	i	i	-3	i	i	i
COc1ccc(N(C)C(=O)c2ccc(NC(=O)CCS(=O)(=O)c3cccs3)cc2)cc1	1	i	i	i	1	i	i	-4	i	i	i
Cc1nc2ccc(NC(=O)c3nn(CC(C)C)c(=O)c4ccccc34)cc2s1	2	i	i	i	-2	i	i	-7	i	i	i
O=C(C1=C[C@H](c2ccccc2)C[C@H](OCCCCO)O1)N1CCN(Cc2ccccc2)CC1	-3	i	i	i	2	i	i	-8	i	i	i
CS(=O)(=O)c1cccc(C(=O)Nc2nnc(C3=COCCO3)o2)c1	-3	i	i	i	-12	i	i	-6	i	i	i

Retrieved by compound from above, two records:
SMILES	SKKanGAS inh	KCNQ1 pot	KCNK9 inh	RGS4 pot	HDAC3 inh	TMEM16A act	KCNQ1 block	hERG rescue	KCNK3 block	TMEM16A inh	RGS4 inh
CS(=O)(=O)c1cccc(C(=O)Nc2nnc(C3=COCCO3)o2)c1	-3	i	i	i	-12	i	i	-6	i	i	i
Cc1nc2ccc(NC(=O)c3nn(CC(C)C)c(=O)c4ccccc34)cc2s1	2	i	i	i	-2	i	i	-7	i	i	i
